Screening results (PubChem)
TNAP act hi DEA: TNAP activators at high phosphate acceptor level, primary screen, biochemical, luminescence, uHTS | purified TNAP, CDP-star luminescence, 1 M DEA, 30 min; active compounds read high; 0 = EDTA background, 1 = DMSO-only activity | activation factor at 20 µM | 200,000 tested, under 10 active | Alkaline phosphatase, tissue-nonspecific isozyme (Homo sapiens), P05186;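 active = activation factor at least 2 at 20 µM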
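Measured by: Luminescent substrate turnover signal | Test system: Human TNAP | Input: TNAP 1/800 final | Dosing: 20 µM single point | Schedule: 30 min, room temperature | Controls: EDTA wells as negative control, DMSO wells as positive control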
Diaphorase inh: diaphorase inhibitors and chemical oxidizers, primary screen, counter-screen for diaphorase-coupled primary assays, biochemical, uHTS, resorufin fluorescence; diaphorase resazurin-to-resorufin fluorescence, NADH, 16 min; bacterial (C. kluyveri) enzyme, not human; actives 0.69% (n = 190,000); inhibition, % at 20 µM; AID 1217, 2008;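 active = primary screen inhibition at 20 µM above a set limit, cut at about 50% in these data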;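 also: plate controls were DMSO with full reaction for no effect and wells lacking NADH for full effect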
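Assay system – diaphorase enzyme from Clostridium kluyveri · Amount – diaphorase 0.14 U/mL (working solution) · Times – reaction incubation of 16 min at room temperature · Controls – No-NADH positive control and DMSO neutral control · Signal – resorufin fluorescence 544/590 nm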
PMI activator: activators of human PMI, primary screen, biochemical, fluorescence intensity, near-Km mannose 6-phosphate; Mannose-6-phosphate isomerase (Homo sapiens), P34949; activation factor at 20 µM; actives 0.005% (n = 190,000); AID 1214, 2008; purified human PMI, coupled resazurin fluorescence, 20 min; active compounds read high; 1 = vehicle control, 0 substrate-free wells;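 active = activation factor of 2 or more at 20 µM, relative to plate controls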
Target sequence (P34949 whole entry, looked up): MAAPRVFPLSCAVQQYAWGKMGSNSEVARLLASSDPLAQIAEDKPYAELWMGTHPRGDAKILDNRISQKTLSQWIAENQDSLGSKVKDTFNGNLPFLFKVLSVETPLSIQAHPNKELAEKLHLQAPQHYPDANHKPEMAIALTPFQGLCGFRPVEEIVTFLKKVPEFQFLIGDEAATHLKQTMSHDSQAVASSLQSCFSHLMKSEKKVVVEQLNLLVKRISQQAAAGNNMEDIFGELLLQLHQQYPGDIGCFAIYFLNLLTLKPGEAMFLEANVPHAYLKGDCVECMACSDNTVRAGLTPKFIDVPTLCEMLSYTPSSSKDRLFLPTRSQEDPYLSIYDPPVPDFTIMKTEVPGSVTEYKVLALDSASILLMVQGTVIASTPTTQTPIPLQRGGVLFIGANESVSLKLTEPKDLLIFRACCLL
Diaph act CS: compounds boosting diaphorase resazurin reduction – biochemical, uHTS, resorufin fluorescence, counter-screen for diaphorase-coupled primary assays, primary screen; AID 1229, 2008; actives 0.005% (n = 190,000); Diaphorase/resazurin coupled assay, 16 min; active compounds read high; 1 = vehicle wells, 0 = NADH-free wells; activation factor at 20 µM;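 active = diaphorase activity raised at least twofold by the compound at 20 µM; inactive = activation factor below 2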
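Assay system: Purified diaphorase enzyme from Clostridium kluyveri | Amount: Enzyme 0.07 U/mL final | Dosing: Compound 20 µM once, DMSO 1% | Timing: 16 min reaction at room temperature | Detection: Fluorescence, excitation 544 nm and emission 590 nm | Evaluation: Higher resorufin formation from activation or reduction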
FLuc act counter: FLuc activators, initial screening, artefact control for FLuc-dependent activation tests, biochemical, ATPlite luminescence | ATPlite luciferase biochemical, 10 min; 0 = ATP-free wells, 1 = DMSO control | Luciferin 4-monooxygenase (Photinus pyralis), P08659 | activation factor at 10 µM | 200,000 tested, under 10 active;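 active = luciferase activation factor, scaled between plate controls, of at least 2 with compound at 10 µM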
Target sequence (P08659 whole entry, looked up): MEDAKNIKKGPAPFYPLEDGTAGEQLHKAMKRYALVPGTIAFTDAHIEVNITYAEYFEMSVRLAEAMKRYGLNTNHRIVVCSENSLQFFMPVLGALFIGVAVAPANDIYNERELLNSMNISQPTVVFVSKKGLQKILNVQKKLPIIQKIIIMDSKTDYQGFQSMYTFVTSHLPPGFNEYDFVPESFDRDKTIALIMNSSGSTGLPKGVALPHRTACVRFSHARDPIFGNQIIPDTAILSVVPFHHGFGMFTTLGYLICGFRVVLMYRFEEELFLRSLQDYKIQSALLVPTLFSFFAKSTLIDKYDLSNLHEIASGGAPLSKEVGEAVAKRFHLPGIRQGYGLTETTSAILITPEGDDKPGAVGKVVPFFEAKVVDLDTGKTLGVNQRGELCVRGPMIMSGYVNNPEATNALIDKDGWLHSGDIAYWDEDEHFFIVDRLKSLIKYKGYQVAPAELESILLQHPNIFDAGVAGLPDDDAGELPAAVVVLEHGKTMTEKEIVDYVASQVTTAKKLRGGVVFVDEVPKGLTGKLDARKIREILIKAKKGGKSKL
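System: luciferase plus luciferin reagent, cell-free; medium: PBS as buffer for the ATP substrate; dosing: test compounds dosed from 2 mM stocks in 100% DMSO; timing: 10 min post-reagent at room temperature; measured by: luminescence measurement of luciferase light output; evaluation: luciferase activation, seen as luminescence increase over controls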
TNAP inh no acc: human TNAP enzyme inhibitors, primary screen, biochemical, luminescent, no phosphate acceptor, uHTS; Alkaline phosphatase, tissue-nonspecific isozyme (Homo sapiens), P05186; actives 0.26% (n = 200,000); purified TNAP, CDP-star luminescence, 30 min; inhibition, % at 20 µM; AID 1012, 2008;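 active = tissue-nonspecific alkaline phosphatase inhibition above about 50% at 20 µM in the single-dose screen, limit read from the data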;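 also: 0% = DMSO negative control and 100% = EDTA positive control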
TNAP inh hiacc: human TNAP enzyme inhibitors, primary screen, biochemical, luminescent, high phosphate acceptor level, uHTS. actives 0.03% (n = 200,000). purified TNAP, CDP-star luminescence, 1 M DEA. Alkaline phosphatase, tissue-nonspecific isozyme (Homo sapiens), P05186. inhibition, % at 20 µM;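 active = over 50% inhibition of tissue-nonspecific alkaline phosphatase at 20 µM in the single-dose screen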;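 also: plate controls were DMSO wells for no effect and EDTA-quenched wells as full inhibition for full effect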
HMGR II inh: inhibitors of E. faecalis class II HMGR, primary screen, biochemical, Enterococcus faecalis; purified E. faecalis HMGR, NADPH absorbance 340 nm kinetic; actives 0.41% (n = 190,000); AID 1066, 2008; inhibition, % at 10 µM;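 active = inhibition above a set limit, the median over all tested compounds plus 3 SD, cut at about 9.5% in these data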;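 also: enzyme runs in reverse so mevalonate oxidation gives rising NADPH absorbance; 0% = complete reaction with DMSO and 100% = background rate lacking mevalonate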
G6PDH CS: L. mesenteroides G6PDH inhibitors, counter-screen for G6PDH-coupled screening assays, biochemical, Leuconostoc mesenteroides enzyme. AID 1020, 2008. actives 0.12% (n = 200,000). inhibition, % at 5 µM. Purified L. mesenteroides G6PDH, diaphorase/resazurin coupled fluorescence, 45 min. glucose-6-phosphate dehydrogenase [Leuconostoc mesenteroides]; in the data active = inhibition above about 50%
PMI act hi M6P: human PMI activators, high substrate, primary screen, biochemical, fluorescence intensity, near-saturating mannose 6-phosphate; AID 1216, 2008; actives 0.34% (n = 190,000); activation factor at 20 µM; coupled PMI enzyme assay, resazurin fluorescence, 20 min; active compounds read high; 1 = untreated enzyme, 0 = substrate-free blank; Mannose-6-phosphate isomerase (Homo sapiens), P34949;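 active = activation factor of 2 or more at 20 µM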
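assay system = human phosphomannose isomerase with PGI, G6PDH, diaphorase coupling enzymes | quantity = 15 ng/mL PMI | incubation = enzyme reaction with compound 20 min at room temperature | medium = HEPES pH 7.4 buffer with MgCl2 and Tween-20 | compound dosing = one concentration, 20 µM, in 1% DMSO | measured by = Diaphorase-driven resazurin-to-resorufin fluorescence, excitation 544, emission 590 nm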
An asterisk follows results filed as active.

SMILES	TNAP act hi DEA	Diaphorase inh	PMI activator	Diaph act CS	FLuc act counter	TNAP inh no acc	TNAP inh hiacc	HMGR II inh	G6PDH CS	PMI act hi M6P
CC(C)CC(=O)N1CCN(S(C)(=O)=O)CC1	1	12	0.9	0.9	1	-7	-1	0	0	0.9
COc1ccc2nc(CC(C)(C)CC(=O)O)c[n+]([O-])c2c1	1.1	20	0.9	0.8	1.1	-16	-5	-2	-13	0.9
O=C(CN1C(=O)COc2ccccc21)NCCN1CCc2ccccc2C1	1.1	-1	1.1	1	1	-10	-6	-2	17	1.2
Cc1ccc(CNC(=O)C2CCN(S(=O)(=O)N3CCCCC3)CC2)cc1	1	6	1.1	0.9	1	-18	-4	-3	2	1
O=c1ncn(-c2cccc(F)c2)c2ncccc12	1	-2	1	1	1	-4	-1	1	8	1.1
CCOC(=O)N1CCN(C(=O)C(NC(=O)c2ccc(CC)cc2)C(C)C)CC1 (configuration not stated)	1	-11	1	1.1	1	-5	0	-6	5	1.1
COc1ccc(C(=O)NCc2ccc(N3CCN(C(=O)OC(C)(C)C)CC3)cc2)cc1	1	23	0.9	0.8	1	-5	0	0	-7	0.9
CCC(=O)N1CCCc2cc(S(=O)(=O)N3CCCc4ccccc43)ccc21	1	12	0.9	0.9	1	-9	-4	-4	-3	0.9
Cc1cc(C)c(C#N)c(SCC(=O)Nc2ccccc2C(N)=O)n1	1	-10	1.1	1.1	1	-11	-4	2	4	1
COC(=O)c1sc(N2C(=O)C(=O)/C(=C(/O)c3ccccc3)C2c2ccco2)nc1C (configuration not stated)	1	10	1.2	0.9	1	-6	1	-6	5	1.2
Cc1cc(OCC(O)CN2C(C)CCCC2C)ccc1C(C)C (configuration not stated)	1	-14	1.1	1.1	1	-8	-4	-1	10	1.1
Cc1ccc2nc(SCC(=O)Nc3ccc(F)cc3F)[nH]c2c1	1.1	41	0.8	0.6	1	-18	-10	3	20	0.8
Cc1ccc(NS(=O)(=O)c2ccc(CCC(=O)NCCCOC(C)C)cc2)cc1	1	10	1	0.9	1	-4	1	0	-3	0.9
CSc1nc(-c2ccccc2)nc(NC(C)=O)c1C(C)=O	1	0	1	1	1	-4	0	1	1	1.1
O=C(OCC#CCSc1nc2ccccc2o1)c1cc2ccccc2o1	1	21	0.9	0.8	1	-7	1	-1	13	0.9
Cc1cc(C)n(-c2ncnc3c2oc2ccccc23)n1	1.1	15	1.1	0.9	1	-17	-9	-4	3	1
CCN(CCNC(=O)C1CCCN(S(=O)(=O)c2cnc[nH]2)C1)c1ccccc1 (configuration not stated)	1.1	7	1	0.9	1.1	-8	-6	-11	-1	1
COC(=O)CNC(=O)COC(=O)c1cc(F)c(F)cc1Cl	0.9	1	1	1	1	-1	9	-3	-4	1.1
COc1ccc2nc(SCC(=O)Nc3c(C)cc(C)cc3C)[nH]c2c1	1	6	1	0.9	1.1	-10	-5	-5	3	1
CC1Cc2ccccc2N1C(=O)Cn1cnc2ccccc21 (configuration not stated)	1	14	1	0.9	1.1	-3	-4	-4	0	1
C=CCn1c(SCC(=O)c2c(C)[nH]c3ccccc23)nnc1-c1ccncc1	1	3	1.1	1	1	-4	-2	-1	2	1.1
CCn1c(-c2csc3c2CCC(C)C3)n[nH]c1=S (configuration not stated)	1	11	1	0.9	1	-47	1	-2	-1	1
CCCn1cnc2cc(NCc3ccccn3)ccc21	1.1	13	1	0.9	0.6	22	-6	-8	19	0.7
C=CCNC(=O)/C(C#N)=C/c1c(C)nn(-c2ccccc2)c1Cl	1.1	22	0.9	0.8	1	-8	-6	-4	9	0.9
CCOC(=O)c1[nH]c(C)c(C(=O)Nc2ccc(Cl)cc2)c1C	1	14	0.9	0.9	1	-8	2	-2	-28	0.8
N#CC1=C(SCC(=O)NCc2ccccc2)NC(=O)CC1c1ccco1 (configuration not stated)	1	19	0.8	0.8	1	-25	0	-4	-8	0.8
CCN1C(=O)C2C(c3ccccc3F)NC(Cc3ccc(O)cc3)(C(=O)OC)C2C1=O (configuration not stated)	1	8	1.1	0.9	1.1	0	-5	-3	10	1.1
CCOC(=O)C(C)Sc1nnc(-c2c[nH]c3ccccc23)n1C (configuration not stated)	1	7	1	0.9	1	-13	-4	1	-1	0.9
COc1ccc(C)cc1NC(=O)COC(=O)C1CCN(C(=O)c2ccc(Cl)cc2)CC1	1	10	0.9	0.9	1	-7	-4	19*	-11	1
COc1ccccc1CNC(=O)N[C@@H](Cc1ccccc1)C(=O)O	1.1	14	0.9	0.9	1.1	-9	-6	4	-8	1
CCCC1=C(C(=O)OCC)C(c2ccco2)C(C#N)=C(N)O1 (configuration not stated)	0.8	-5	0.9	1.1	1	-16	24	3	2	0.9
COC(=O)c1ccc(CSc2nnc(CS(=O)Cc3ccc(Br)cc3)n2-c2ccccc2)cc1 (configuration not stated)	1.1	23	1	0.8	1.1	-8	-7	-1	-3	1
N#Cc1nc(COc2ccc(-c3ccccc3)cc2)oc1NCCCN1CCOCC1	1.1	20	0.9	0.8	1	-13	-9	-15	0	0.9
O=C(Nc1ccccc1)C1=C[C@@H](c2coc3ccccc3c2=O)C[C@@H](OCc2ccc(CO)cc2)O1	1	16	0.8	0.8	1.1	5	-3	-3	4	1
Cc1cc(C)c(NS(=O)(=O)c2ccc(NC(=O)CCC(=O)O)cc2)c(C)c1	1	9	1.1	0.9	1.1	2	-3	-1	1	1.2
Cc1ccc(C(=O)N/N=C\c2sccc2C)cn1	1	7	1	0.9	0.5	-10	-3	-7	-4	0.9
CCOC(=O)c1c(NC(=O)Cc2cccs2)sc(C(=O)NC2CCCCC2)c1C	1	-1	1	1	1	-11	-2	-1	5	1
O=Cc1ccc(-c2ccccc2OC(F)(F)F)o1	1	2	1	1	1.1	-12	-1	-1	3	1
COc1ccc(/C=C\C(=O)c2c(O)ccc3c(C)cc(=O)oc23)cc1OC	1	6	0.9	0.9	1	-8	1	0	2	0.9
Cc1ccc(-n2c(-c3ccccc3)n[nH]c2=S)cc1	1	25	0.9	0.7	0.9	-2	-2	0	5	0.9
Cc1cc(OC(=O)Cc2cccc3ccccc23)c([N+](=O)[O-])c(=O)[nH]1	1	6	1	0.9	1.1	-4	2	1	-3	1
O=c1c2ccccc2cnn1Cc1n[nH]c(=S)n1-c1ccccc1	1	20	1.1	0.8	0.9	-4	1	-1	2	0.9
COc1cccc(C2CC(c3ccc(Cl)cc3Cl)n3nc(N)nc3N2)c1 (configuration not stated)	1	20	1	0.8	1	-5	0	-1	-4	1
O=C(NC(=S)NCc1cccnc1)c1cccc2ccccc12	1	16	0.9	0.8	1.1	-8	-1	-1	7	1
O=C(CNC(=O)c1ccccc1)N/N=C/c1ccc([N+](=O)[O-])o1	0.9	19	1	0.8	1	22	6	-3	3	0.9
CCCOc1ccc(N2CC(C(=O)NC3=NCCS3)CC2=O)cc1 (configuration not stated)	1	10	1.1	0.9	1	-10	-2	-1	2	1
COc1ccc(NC(=O)CSc2nnnn2-c2ccc(OC)cc2)cc1	1	6	1	0.9	1	8	4	1	12	1
CC(C)C(C(=O)Nc1nccs1)c1ccc(Cl)cc1 (configuration not stated)	1	16	1	0.8	1.1	-7	0	-1	3	0.9
CCc1nnc(NC(=O)C2CC(=O)N(CCc3ccccc3)C2)s1 (configuration not stated)	1.1	-2	1	1	1.1	-13	-6	1	3	1
CC(C)=CCC(C)(C)C1OCCN1C(=O)Nc1ccccc1 (configuration not stated)	1	14	1	0.9	1	-10	-4	0	-1	0.9
O=S(=O)(c1ccc2c(c1)nc1n2CCC1)N1CCOCC1	1	10	1	0.9	1.1	-6	-1	-8	0	1
CCOc1cc(CNCCO)cc(Br)c1OCc1cccs1	1	-2	0.9	1	1	-1	1	-2	-4	1
O=C(CSc1ccccn1)c1ccc2c(c1)OCO2	1	4	1	1	0.8	-9	-4	-6	0	1
CCc1nc2ccccc2c2nc3ccccc3n12	1	18	1	0.8	1.1	1	-2	0	4	0.9
O=C(O)CNC(=O)CC12CC3CC(CC(C3)C1)C2	1	22	0.9	0.8	1	-9	-5	-2	0	0.9
N#CCCn1cc(C(=O)NCc2ccccc2)c(-c2cccs2)n1	1	5	1.1	0.9	1	-17	-4	1	1	1.1
O=C(O)CCNS(=O)(=O)c1ccccc1C(F)(F)F	1	-1	1	1	1	-8	2	9	2	1.1
CCOc1ccc(CCNC(=O)c2cccnc2N2CCCC2)cc1OCC	1	12	1	0.9	1.1	-6	1	-8	2	1

Some of the entries above, reformatted.
SMILES | TNAP act hi DEA | Diaphorase inh | PMI activator | Diaph act CS | FLuc act counter | TNAP inh no acc | TNAP inh hiacc | HMGR II inh | G6PDH CS | PMI act hi M6P
CCOc1cc(CNCCO)cc(Br)c1OCc1cccs1 | 1 | -2 | 0.9 | 1 | 1 | -1 | 1 | -2 | -4 | 1
O=C(CSc1ccccn1)c1ccc2c(c1)OCO2 | 1 | 4 | 1 | 1 | 0.8 | -9 | -4 | -6 | 0 | 1
CCc1nc2ccccc2c2nc3ccccc3n12 | 1 | 18 | 1 | 0.8 | 1.1 | 1 | -2 | 0 | 4 | 0.9
O=C(O)CNC(=O)CC12CC3CC(CC(C3)C1)C2 | 1 | 22 | 0.9 | 0.8 | 1 | -9 | -5 | -2 | 0 | 0.9
